M5 antag: human M5 muscarinic receptor antagonists, primary screen, CHO cells, Fluo-8 calcium fluorescence | CHO-hM5 cells, ACh EC80 | inhibition, % at 3 µM | 360,000 compounds, 0.59% hits;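 active means inhibition above a per-plate cutoff, the mean of that plate's test compounds plus 3 SD, cut at about 27% in these data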;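 further: 0% = acetylcholine EC80 with DMSO and 100% = DMSO without agonist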
Target sequence (P08912 whole entry, looked up): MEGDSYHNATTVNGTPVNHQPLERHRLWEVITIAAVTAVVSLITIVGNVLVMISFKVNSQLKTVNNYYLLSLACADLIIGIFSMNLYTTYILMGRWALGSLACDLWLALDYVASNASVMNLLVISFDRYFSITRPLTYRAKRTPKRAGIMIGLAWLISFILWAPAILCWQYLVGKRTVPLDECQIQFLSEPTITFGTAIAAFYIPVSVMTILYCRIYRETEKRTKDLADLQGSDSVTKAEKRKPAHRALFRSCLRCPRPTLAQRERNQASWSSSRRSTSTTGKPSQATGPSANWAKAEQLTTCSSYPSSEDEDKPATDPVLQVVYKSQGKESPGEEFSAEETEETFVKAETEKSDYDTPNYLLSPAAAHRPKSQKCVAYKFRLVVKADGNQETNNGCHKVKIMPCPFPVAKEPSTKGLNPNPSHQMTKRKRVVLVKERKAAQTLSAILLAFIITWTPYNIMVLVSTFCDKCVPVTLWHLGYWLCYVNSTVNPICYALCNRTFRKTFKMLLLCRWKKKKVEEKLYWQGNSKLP
M5 ag: human M5 muscarinic receptor agonists, primary screen, CHO-K1 cells, Fluo-8 calcium fluorescence; 360,000 compounds, 0.19% hits; CHO-K1 hM5 cells; 0% DMSO wells, 100% maximal acetylcholine response; activation, % at 3 µM; Muscarinic acetylcholine receptor M5 (Homo sapiens), P08912; AID 624037, 2012;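 active means activation above the run's mean over test compounds plus 3 SD, cut at about 23% in these data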;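 further: signal is peak over basal fluorescence ratio across the kinetic read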
M5 PAM: human M5 muscarinic receptor positive allosteric modulators, primary screen, CHO-K1 cells, Fluo-8 calcium fluorescence; Muscarinic acetylcholine receptor M5 (Homo sapiens), P08912; CHO-K1 hM5, ACh EC20 PAM; 0% = ACh EC20, 100% = ACh EC100; activation, % at 3 µM; 360,000 compounds, 0.3% hits; AID 624038, 2012;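 active means activation above the run cutoff, the mean activation of all test compounds plus 3 SD, cut at about 18% in these data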
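Measured by: Fluo-8 calcium fluorescence; material: human M5 receptor in CHO-K1 cells; schedule: Post-acetylcholine fluorescence recording 140 s; benchmarks: low control EC20 acetylcholine (0%), high control EC100 acetylcholine (100%); read-out: Max/basal fluorescence ratio as % of EC20–EC100 ACh window; compound: single dose, 3 µM nominal final test concentration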
CHRM1 PAM: human M1 muscarinic receptor positive allosteric modulators, primary screen, CHO-K1 cells, Fluo-8 calcium fluorescence, 1536-well. Muscarinic acetylcholine receptor M1 (Homo sapiens), P11229. CHO-K1 hM1, ACh EC20; 0% = ACh EC20, 100% = maximal ACh. activation, % at 3 µM. 360,000 compounds, 0.088% hits; in the data active means activation above about 19%, passing the limit was not always enough
Target sequence (P11229 whole entry, looked up): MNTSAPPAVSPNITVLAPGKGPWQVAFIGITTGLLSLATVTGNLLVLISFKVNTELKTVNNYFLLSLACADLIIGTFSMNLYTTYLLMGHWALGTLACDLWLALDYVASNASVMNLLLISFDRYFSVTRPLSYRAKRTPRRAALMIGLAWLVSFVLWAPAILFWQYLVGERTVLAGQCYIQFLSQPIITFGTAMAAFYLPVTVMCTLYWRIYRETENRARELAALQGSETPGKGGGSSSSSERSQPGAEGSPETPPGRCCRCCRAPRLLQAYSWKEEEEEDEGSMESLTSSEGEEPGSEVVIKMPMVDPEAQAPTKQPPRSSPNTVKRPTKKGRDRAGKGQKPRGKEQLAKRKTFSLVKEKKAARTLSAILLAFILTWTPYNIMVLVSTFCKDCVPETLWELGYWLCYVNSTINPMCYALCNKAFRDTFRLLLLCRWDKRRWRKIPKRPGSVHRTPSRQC
CHRM4 PAM: human M4 muscarinic receptor positive allosteric modulators, primary screen, CHO-K1 cells, Fluo-8 calcium fluorescence; activation, % at 3 µM; CHO-K1 hM4/Gqi5, ACh EC20; 0% = ACh EC20, 100% = maximal ACh; Muscarinic acetylcholine receptor M4 (Homo sapiens), P08173; 360,000 compounds, 0.4% hits; AID 624126, 2012;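 active means activation above its plate's cutoff, the mean activation of sample wells plus 3 SD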; further: some results filed as inactive read as strong as hits
CHRM1 antagonist: human M1 muscarinic receptor antagonists, primary screen, CHO-K1 cells, Fluo-8 calcium fluorescence, 1536-well | CHO-K1 hM1, ACh EC80 antagonist | inhibition, % at 3 µM | 360,000 compounds, 1.3% hits | AID 588852, 2011;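 active means percent inhibition above its own plate's cutoff, namely the mean of that plate's compound wells plus 3 SD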;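 further: peak over basal fluorescence ratio during 140 s after agonist addition; 0% = ACh EC80 plus DMSO and 100% = DMSO alone without agonist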
CHRM4 agonist: human M4 muscarinic receptor agonists, primary screen, CHO-K1 cells, Fluo-8 calcium fluorescence; Muscarinic acetylcholine receptor M4 (Homo sapiens), P08173; CHO-K1 hM4/Gqi5; vehicle 0%, full acetylcholine response 100%; activation, % at 3 µM; 360,000 compounds, 0.14% hits;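 active means activation above the run mean over all test wells plus 3 SD, cut at about 32% in these data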;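 further: peak over basal fluorescence ratio per well then scaled between controls; 0% = DMSO wells and 100% = acetylcholine at EC100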
CHRM4 antagonist: human M4 muscarinic receptor antagonists, primary screen, CHO cells, Fluo-8 calcium fluorescence; Muscarinic acetylcholine receptor M4 (Homo sapiens), P08173; CHO-hM4 cells, ACh EC80; inhibition, % at 3 µM; 360,000 compounds, 0.73% hits;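 active means inhibition above its plate's cutoff, the mean inhibition of sample wells plus 3 SD, cut at about 27% in these data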;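 further: 0% = acetylcholine EC80 with DMSO and 100% = DMSO without agonist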
CRFBP-R2 agonist: agonists of CRF-BP/CRF-R2 complex, primary screen, cell-based, HEK293, calcium dye fluorescence, uHTS | 350,000 compounds, 0.46% hits | calcium dye fluorescence (FLIPR); percent of saturating CRF peptide response | activation, % at 13.2 µM | CRF-binding protein / CRF receptor 2 complex (human);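 active means activation of at least 50%, plus an integration ratio under a set limit after plate pattern correction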;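 further: plate controls were neutral control wells without compound for no effect and CRF at EC100 for full effect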
* marks the source's active call; other numbers are inactive results.

SMILES	M5 antag	M5 ag	M5 PAM	CHRM1 PAM	CHRM4 PAM	CHRM1 antagonist	CHRM4 agonist	CHRM4 antagonist	CRFBP-R2 agonist
O=C(NCc1ccc2c(c1)OCO2)c1cc(=O)[nH]c2ccccc12	-3	-1	0	7	-17	-2	3	11	-3.3
CCCCNc1ccc(S(=O)(=O)c2cccc([N+](=O)[O-])c2)cc1[N+](=O)[O-]	-3	0	2	1	3	-2	1	0	-3.3
CC1(C)CC(=O)c2cc(OCC(=O)N3CCCCCC3)ccc2O1	3	0	-2	-4	-14	5	1	5	-4.5
Cc1c(/C=N\NC(=O)C2(C)CC2(Cl)Cl)cnn1C (stereo not drawn)	2	0	-3	1	-2	6	-1	9	-1.0
Cc1ccccc1N1CCN(C(=O)CCN2C(=O)c3ccccc3C2=O)CC1	3	3	-7	-14	-5	21	6	-1	-1.3
C=CCn1c(=O)c(C(=O)NCc2ccc3c(c2)OCO3)c(O)c2ccccc21	-3	-1	0	-3	-4	3	0	-5	2.7
CCOC(=O)C1=C(CC)Nc2ccccc2N=C1NC(=O)c1cccc(S(=O)(=O)N2CCOCC2)c1	12	1	-2	2	0	0	1	-9	1.3
Cc1cc(NC(=O)CSc2nc3cc(C)c(C)cc3cc2C)no1	5	-5	-3	7	0	-6	1	-15	2.5
Cc1nn(-c2ccc(F)cc2)c(N)c1C1(O)C(=O)Nc2ccccc21 (stereo not drawn)	-2	-2	-1	6	-4	-11	2	3	-1.9
Cc1cccc(C(=O)Nc2scc(CC(C)C)c2C(=O)O)c1	0	-1	10	5	15	-4	-2	-2	0.5
O=C(Nc1ccccc1)N1CCC(c2ccccc2)C1 (stereo not drawn)	2	1	-1	6	11	3	1	6	-0.7
COc1cc(OC)cc(-c2nnc(NC(=O)c3ccc4c(c3)OCCO4)o2)c1	0	0	-3	-7	12	14	2	-5	0.4
O=C(NCCC1CC1(Cl)Cl)c1ccc([N+](=O)[O-])cc1 (stereo not drawn)	0	-8	-5	4	1	1	2	-8	-0.6
CCC(C)NC(=O)[C@H](CSCc1ccccc1)N1Cc2ccccc2C1=O (stereo partly drawn)	16	-1	-8	12	-1	-5	4	-6	-1.4
CC(OC(=O)Cc1n[nH]c(=O)c2ccccc12)C(=O)N(C)c1ccccc1 (stereo not drawn)	6	1	-2	2	-5	-1	1	0	-1.2

14 of these compounds, set out differently:
SMILES | M5 antag | M5 ag | M5 PAM | CHRM1 PAM | CHRM4 PAM | CHRM1 antagonist | CHRM4 agonist | CHRM4 antagonist | CRFBP-R2 agonist
CCCCNc1ccc(S(=O)(=O)c2cccc([N+](=O)[O-])c2)cc1[N+](=O)[O-] | -3 | 0 | 2 | 1 | 3 | -2 | 1 | 0 | -3.3
CC1(C)CC(=O)c2cc(OCC(=O)N3CCCCCC3)ccc2O1 | 3 | 0 | -2 | -4 | -14 | 5 | 1 | 5 | -4.5
Cc1c(/C=N\NC(=O)C2(C)CC2(Cl)Cl)cnn1C (stereo not drawn) | 2 | 0 | -3 | 1 | -2 | 6 | -1 | 9 | -1.0
Cc1ccccc1N1CCN(C(=O)CCN2C(=O)c3ccccc3C2=O)CC1 | 3 | 3 | -7 | -14 | -5 | 21 | 6 | -1 | -1.3
C=CCn1c(=O)c(C(=O)NCc2ccc3c(c2)OCO3)c(O)c2ccccc21 | -3 | -1 | 0 | -3 | -4 | 3 | 0 | -5 | 2.7
CCOC(=O)C1=C(CC)Nc2ccccc2N=C1NC(=O)c1cccc(S(=O)(=O)N2CCOCC2)c1 | 12 | 1 | -2 | 2 | 0 | 0 | 1 | -9 | 1.3
Cc1cc(NC(=O)CSc2nc3cc(C)c(C)cc3cc2C)no1 | 5 | -5 | -3 | 7 | 0 | -6 | 1 | -15 | 2.5
Cc1nn(-c2ccc(F)cc2)c(N)c1C1(O)C(=O)Nc2ccccc21 (stereo not drawn) | -2 | -2 | -1 | 6 | -4 | -11 | 2 | 3 | -1.9
Cc1cccc(C(=O)Nc2scc(CC(C)C)c2C(=O)O)c1 | 0 | -1 | 10 | 5 | 15 | -4 | -2 | -2 | 0.5
O=C(Nc1ccccc1)N1CCC(c2ccccc2)C1 (stereo not drawn) | 2 | 1 | -1 | 6 | 11 | 3 | 1 | 6 | -0.7
COc1cc(OC)cc(-c2nnc(NC(=O)c3ccc4c(c3)OCCO4)o2)c1 | 0 | 0 | -3 | -7 | 12 | 14 | 2 | -5 | 0.4
O=C(NCCC1CC1(Cl)Cl)c1ccc([N+](=O)[O-])cc1 (stereo not drawn) | 0 | -8 | -5 | 4 | 1 | 1 | 2 | -8 | -0.6
CCC(C)NC(=O)[C@H](CSCc1ccccc1)N1Cc2ccccc2C1=O (stereo partly drawn) | 16 | -1 | -8 | 12 | -1 | -5 | 4 | -6 | -1.4
CC(OC(=O)Cc1n[nH]c(=O)c2ccccc12)C(=O)N(C)c1ccccc1 (stereo not drawn) | 6 | 1 | -2 | 2 | -5 | -1 | 1 | 0 | -1.2

Remaining list, next part.
SMILES	M5 antag	M5 ag	M5 PAM	CHRM1 PAM	CHRM4 PAM	CHRM1 antagonist	CHRM4 agonist	CHRM4 antagonist	CRFBP-R2 agonist
O=S(=O)(c1ccc(F)c(F)c1F)N1CCN(C(=S)NC2CC3CCC2C3)CC1 (stereo not drawn)	-6	-5	8	5	-4	-2	1	-4	0.8
Cc1cc(Cl)ccc1C(=O)C1CCCN(C(=O)c2cscn2)C1 (stereo not drawn)	8	-1	1	1	-7	-1	1	4	1.2
COc1cccc(C(=O)Nc2nnc(-c3ccccc3)s2)c1OC	0	1	-5	-6	-1	-2	9	-15	-2.1
COc1cc(/C=C/c2ccc3cccc([N+](=O)[O-])c3n2)ccc1OCC(=O)O	-2	-2	3	9	-6	-15	0	-4	-4.3
O=S(=O)(N/N=C/c1cccc(OC2CSC2)c1)c1ccccc1	3	-1	-2	-1	-7	2	0	11	-0.6
COc1cc(/C=C/C(=O)OC(C)C(=O)c2ccccc2)cc(OC)c1OC (stereo not drawn)	-4	-4	6	3	9	-5	-1	-8	-1.4
O=C(CN1CCN(c2ccc(O)cc2)CC1)Nc1cc(S(=O)(=O)N2CCCC2)ccc1Cl	14	7	3	8	-2	1	4	-2	10
Cc1ccc(C=NNC(=O)c2cc(-c3cccnc3)nc3ccccc23)o1	12	0	2	2	-4	-2	3	1	0.4
CC(C)Sc1nc2c([nH]c3ccccc32)c(=O)n1C	-5	1	2	-3	16	5	1	-2	3.4
CC1CCCCC1NC(=O)CCCc1nc2ccccc2c(=O)[nH]1 (stereo not drawn)	10	-4	-9	-2	-4	0	2	3	1.0
Cn1c(=O)c2cc(S(=O)(=O)NCCC(=O)NCc3ccccc3Cl)ccc2n(C)c1=O	-4	-6	4	6	-7	4	1	-7	-0.5
CNC(=O)c1c[nH]c2ccc(S(=O)(=O)Nc3ccccc3F)cc2c1=O	16	0	-9	-2	-8	-1	11	-1	-2.4
COc1cc(C2/C(=C(\O)c3ccc4c(c3)OCCO4)C(=O)C(=O)N2c2nnc(C)s2)cc(OC)c1OC (stereo not drawn)	-3	1	12	13	-8	-15	0	0	1.7
CC(=O)Nc1ccc(S(=O)(=O)CC(=O)CS(=O)(=O)c2ccc(NC(C)=O)cc2)cc1	17	1	-10	21	6	-3	0	-11	3.4
COC1(NS(=O)(=O)c2ccc(Br)cc2)C(C)=CC(=O)C=C1C	-2	-3	-6	-4	-3	8	1	3	-1.2
COn1c(C)c(C(C)=O)c2c3nonc3ccc21	11	0	4	10	3	-29	1	3	-2.5
O=C(O)C[C@H]1c2cc(F)ccc2S(=O)(=O)N1C1CCCCC1	4	1	8	11	-5	-6	1	6	-0.8
CC(=O)Oc1ccc2c(c1)C(=O)c1ccccc1C2=O	3	-1	-4	1	-2	-3	1	3	-0.2
O=C(Nc1nc(-c2ccccn2)cs1)c1cccc(S(=O)(=O)N2CCOCC2)c1	11	2	-10	-1	-9	0	18	-6	2.3
CCN(CC)C(=O)Oc1cc(=O)n(C)c2ccccc12	-6	-1	7	19	12	-7	1	-13	1.3
CC(=O)Nc1ccc(/C=C/C(=O)c2ccc3c(c2)OCCO3)cc1	10	-1	-3	5	1	-6	4	5	0.9
CC(C)C(C(=O)NCc1ccco1)N(Cc1ccco1)C(=O)CNS(=O)(=O)c1ccccc1 (stereo not drawn)	-7	-1	5	12	-1	-18	3	-3	-1.6
O=C(CCCN1C(=O)/C(=C\c2cccs2)SC1=S)Nc1cc([N+](=O)[O-])ccc1O	3	-1	3	10	2	-6	1	9	9.0
CCOc1cc(-c2nc(C)c(C(C)=O)n2O)ccc1OCC(=O)Nc1ccccc1	7	1	-10	0	-7	12	12	-12	-0.4
CCCOc1ccc(CNC(=O)Cn2ncc3ccccc32)cc1	2	-2	-1	3	8	-23	1	1	-7.0
N#CC12CCCCC1CC1CCCCC1(C#N)N2Cc1ccccn1 (stereo not drawn)	-6	-9	-4	2	-7	-10	0	7	-1.4
COc1ccc(C2CC(c3ccccc3)=NN2C(=O)c2ccc(Cl)c([N+](=O)[O-])c2)cc1 (stereo not drawn)	0	-1	-2	-3	0	-2	0	-1	4.5
Cc1ccc2sc(NC(=O)c3ccc(N4C(=O)CCC4=O)cc3)nc2c1C	-1	5	1	3	-1	-4	0	4	0.7
CCOC(=O)c1c(C)[nH]c(C(=O)CSc2nnc(-c3cccs3)n2Cc2ccccc2)c1C	-2	-1	-4	0	-1	-8	0	-15	-1.8

Copied from the list:
M5 PAM, CC1(C)CC(=O)c2cc(OCC(=O)N3CCCCCC3)ccc2O1 = -2
CHRM1 PAM, Cc1c(/C=N\NC(=O)C2(C)CC2(Cl)Cl)cnn1C (stereo not drawn) = 1

High-throughput results deposited in PubChem BioAssay by several laboratories.
